Screening data: PubChem BioAssay, Broad Institute
INS-1E GSIS act = GLuc luminescence reporter in INS-1E cells, primary screen for activators of glucose-dependent secretion of insulin; INS-1E GLuc reporter insulin secretion, 2-3 h; activation, % at 16.6 µM; 370,000 tested, 0.61% active; AID 743287, 2014;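 active means lowest replicate activation of at least 40%, so every replicate reaches that level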;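 further: 0% = median of neutral control wells and 100% = median of IBMX positive control wells; some compounds called inactive have numbers as strong as hits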
E-selectin induc = E-selectin induction in HUVECs, primary screen, imaging, HUVEC, immunofluorescence imaging, single point | normalized: neutral wells 0, TNF-alpha wells 100 | activation, % at 7.58 µM | 260,000 tested, 0.37% active | AID 686992, 2013;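 active means mean E-selectin-positive cell signal at least 10% of the positive control, reached in at least 60% of replicates, without over 20% cell loss; inconclusive means no rule given, readout overlaps actives, possibly toxicity-flagged; inactive means the rest, including those meeting only one limit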;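 further: in these data hits start at about 27%; measured in HUVEC primary endothelial cells; signal is the percent of cells scored E-selectin positive by PE staining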
Target sequence (P16581 whole entry, looked up): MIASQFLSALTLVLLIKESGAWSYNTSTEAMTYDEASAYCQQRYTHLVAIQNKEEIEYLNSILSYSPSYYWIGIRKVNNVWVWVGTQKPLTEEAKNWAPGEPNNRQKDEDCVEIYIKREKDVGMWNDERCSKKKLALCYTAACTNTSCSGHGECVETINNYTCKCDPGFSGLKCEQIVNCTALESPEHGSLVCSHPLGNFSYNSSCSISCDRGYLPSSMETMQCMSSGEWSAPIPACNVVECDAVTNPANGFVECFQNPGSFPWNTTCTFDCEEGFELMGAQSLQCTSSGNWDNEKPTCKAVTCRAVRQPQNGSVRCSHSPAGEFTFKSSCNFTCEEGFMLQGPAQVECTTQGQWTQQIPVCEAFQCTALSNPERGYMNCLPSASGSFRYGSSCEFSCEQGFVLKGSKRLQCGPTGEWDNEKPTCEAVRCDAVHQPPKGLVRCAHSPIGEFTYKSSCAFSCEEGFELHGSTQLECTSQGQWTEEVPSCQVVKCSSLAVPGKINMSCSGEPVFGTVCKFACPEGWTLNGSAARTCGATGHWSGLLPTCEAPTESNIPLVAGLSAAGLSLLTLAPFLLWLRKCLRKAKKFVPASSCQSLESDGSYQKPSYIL
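assay system = HUVEC, human umbilical vein endothelial cells | input = 3,000 HUVEC seeded per well | medium = EGM-2 growth medium on 0.1% gelatin-coated wells | dosing = one compound dose added by pin transfer | signal = immunofluorescence imaging | read-out basis = % PE-positive cells | control set = TNF-alpha, DMSO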
RAD52 inh = RAD52 DNA annealing inhibitors, primary screen, biochemical, FRET, single point, set 2 | AID 651710, 2012 | 360,000 tested, 0.46% active | inhibition, % at 18.7 µM | recombinant RAD52 DNA annealing, FRET fluorescence | DNA repair protein RAD52 homolog (Homo sapiens), P43351;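 active means every replicate showing at least 50% inhibition; inconclusive means mean inhibition at least 50% but not in every replicate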
Target sequence (P43351 whole entry, looked up): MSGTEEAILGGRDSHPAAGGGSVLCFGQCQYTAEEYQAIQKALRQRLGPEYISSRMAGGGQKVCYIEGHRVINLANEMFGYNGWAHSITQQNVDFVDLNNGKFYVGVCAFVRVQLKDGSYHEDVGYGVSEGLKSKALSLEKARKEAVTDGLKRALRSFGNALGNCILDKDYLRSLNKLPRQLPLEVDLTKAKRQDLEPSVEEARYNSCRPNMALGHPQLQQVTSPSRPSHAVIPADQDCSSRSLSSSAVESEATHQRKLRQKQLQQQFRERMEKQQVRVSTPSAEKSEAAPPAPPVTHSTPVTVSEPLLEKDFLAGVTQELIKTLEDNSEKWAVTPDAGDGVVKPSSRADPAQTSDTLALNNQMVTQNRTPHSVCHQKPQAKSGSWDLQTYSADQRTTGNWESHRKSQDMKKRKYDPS
DENV2 CPE = inhibitors of DENV2 cytopathic effect, primary screen, cell-based, plate reader, single concentration. DENV2-infected cells, cytopathic effect rescue. CPE inhibition, % at 9.99 µM. 350,000 tested, 1.7% active; in the data active means CPE inhibition above about 20%, passing the limit was not always enough; inconclusive means no clear call, values can overlap the other calls; tested in BHK-21 cells;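 further: 0% = median of neutral control wells and 100% = median of positive control wells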
RAD54 inh = inhibitors of human RAD54 branch migration, primary screen, biochemical, fluorescence, single point; RAD54 Holliday junction branch migration, FAM/BHQ fluorescence; 360,000 tested, 0.14% active; DNA repair and recombination protein RAD54-like (Homo sapiens), Q92698; inhibition, % at 10.4 µM;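 active means mean normalized replicate activity at least 40 and at least half of replicates scoring 40 or more; inconclusive means only one of the two criteria met; inactive means mean below 40 and under half of replicates reaching 40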;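 further: 0% = median of neutral control wells and 100% = median of positive control wells; inhibitors cause a drop in the FAM fluorescence signal; in these data hits start at about 50%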
XiGFP reactiv = activators of inactive X chromosome reactivation, primary screen, imaging, XiGFP fibroblasts, GFP high-content imaging, set 2; activation, % at 7.58 µM; AID 743238, 2013; 360,000 tested, 0.055% active; XiGFP mouse fibroblasts, % GFP-positive cells imaging, 3 d; cells co-treated with 5-aza-dC sensitizer; scaled so ellipticine positive control = 100%;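 active means mean normalized replicate activation at least 10% and every replicate at or above 10%; inconclusive means only one of the two criteria met; inactive means mean below 10% and not all replicates reach 10%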;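 further: 0% = median of on-plate neutral control wells and 100% = ellipticine 6 µM median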
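System: XiGFP fibroblasts, SV40-immortalized. Medium: DMEM plus 5-aza-dC sensitizer. Doses: single point. Timing: 3 d treatment, 15 min room-temperature fixation. Control set: ellipticine 6 µM.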
F508del corr = F508del CFTR correction, initial screen, CFBE line, single point | 350,000 tested, 0.36% active | CFBE cells, YFP halide quenching; stimulated with forskolin plus potentiator P3; % fluorescence drop versus neutral controls | activity (quench increase), % at 7.58 µM;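 active means mean added fluorescence quench of at least 8% versus neutral control, with both replicates also reaching 8%; inconclusive means only one of the mean or replicate conditions met; inactive means mean below 8% and not both replicates reaching 8%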;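 further: cells transiently co-express mutant CFTR-F508del with the halide-sensitive YFP; corrector assay measuring rescue of mutant channel to the surface after 24 h compound exposure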
CASP6 VEID inh = human caspase-6 inhibitors, primary screen, biochemical, VEID-R110 fluorescence, single point, set 2; inhibition, % at 12.5 µM; P55212; purified caspase-6, Z-VEID-R110 cleavage fluorescence; 350,000 tested, 0.53% active;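 active means mean inhibition across replicates at least about 35%, with every replicate also reaching that limit, limit read from the data; inconclusive means only one of the two criteria met; inactive means neither criterion met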;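 further: 0% = median of neutral control wells and 100% = no fluorescence left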
* hit, by the source's call.

Results for C[C@H]1CN([C@@H](C)CO)C(=O)c2cccc(NC(=O)C3CC3)c2O[C@H]1CN(C)Cc1ccc(C(=O)O)cc1 ?
INS-1E GSIS act: -1; E-selectin induc: 0.6; RAD52 inh: -17; DENV2 CPE: 0; RAD54 inh: 9; XiGFP reactiv: 0.2; F508del corr: -1.3; CASP6 VEID inh: -1

How did C[C@@H]1CN([C@@H](C)CO)C(=O)c2cc(NS(=O)(=O)c3cn(C)cn3)ccc2O[C@@H]1CN(C)Cc1ccc(-c2ccccc2)cc1 do in these assays?
INS-1E GSIS act: -6; E-selectin induc: 0.6; RAD52 inh: 7; DENV2 CPE: -8; RAD54 inh: -1; XiGFP reactiv: 0.1; F508del corr: 4.8; CASP6 VEID inh: 3

Results for CCCn1nc(C(=O)NC2CCCc3ccccc32)c2ccccc2c1=O (stereo not given) ?
INS-1E GSIS act: 3; RAD52 inh: -45; DENV2 CPE: 2; RAD54 inh: 8; XiGFP reactiv: 0.0; F508del corr: -0.9; CASP6 VEID inh: 0

What do the screens show for `O=C(c1cccc([N+](=O)[O-])c1)N1CCN(c2ncccn2)CC1`?
INS-1E GSIS act: 0; E-selectin induc: -0.2; RAD52 inh: -4; DENV2 CPE: -2; RAD54 inh: -3; XiGFP reactiv: 0.1; F508del corr: -2.1; CASP6 VEID inh: -1

Results for COc1cccc(C(=O)C[n+]2cccc3cc(OC)ccc32)c1 ?
INS-1E GSIS act: 0; RAD52 inh: -142; DENV2 CPE: -6; RAD54 inh: -4; XiGFP reactiv: 0.0; F508del corr: -3.3; CASP6 VEID inh: -6

Results for COc1ccc(NC(=O)NC(C)c2ccc3c(c2)OCO3)c(OC)c1 (stereo not given) ?
INS-1E GSIS act: 21; RAD52 inh: -2; DENV2 CPE: inconclusive; RAD54 inh: -18; XiGFP reactiv: 0.0; F508del corr: 2.9; CASP6 VEID inh: -5

What do the screens show for `O=C(CN1CCN(C(=O)c2cccc(S(=O)(=O)N3CCCC3)c2)CC1)Nc1ccc(F)cc1`?
INS-1E GSIS act: -14; E-selectin induc: -0.3; RAD52 inh: -8; DENV2 CPE: -1; RAD54 inh: -2; XiGFP reactiv: 0.1; F508del corr: 0.5; CASP6 VEID inh: 0

What do the screens show for `Cc1cc(OC(C)C(=O)NCCCn2ccnc2)c2c(C)cc(=O)oc2c1` (stereo not given)?
INS-1E GSIS act: 4; RAD52 inh: -2; DENV2 CPE: 4; RAD54 inh: 8; XiGFP reactiv: 0.0; F508del corr: -1.8; CASP6 VEID inh: -3

What do the screens show for `COc1ccccc1OCC(=O)NNC(=O)Nc1ccccc1`?
INS-1E GSIS act: 2; RAD52 inh: -13; DENV2 CPE: -4; XiGFP reactiv: -0.1; F508del corr: 1.6; CASP6 VEID inh: -3

How did CC(=O)Nc1ccc(NC(=O)CSc2ccc([N+](=O)[O-])cn2)cc1 do in these assays?
INS-1E GSIS act: -10; E-selectin induc: 0.3; RAD52 inh: -7; F508del corr: 0.1; CASP6 VEID inh: 2

Results for CC(=O)N1CC(C)Sc2ccc(S(=O)(=O)NC(C)c3ccccc3)cc21 (stereo not given) ?
INS-1E GSIS act: 12; RAD52 inh: -9; DENV2 CPE: 7; RAD54 inh: 9; XiGFP reactiv: 0.0; F508del corr: 1.0; CASP6 VEID inh: 3

What do the screens show for `CCCCOC(=O)c1ccc(NC(=S)NC(=O)c2ccco2)cc1`?
E-selectin induc: 0.2; RAD52 inh: -14; DENV2 CPE: -6; RAD54 inh: -2; XiGFP reactiv: 0.0; F508del corr: 0.4; CASP6 VEID inh: -4

Results for COc1cc(-c2nc3cc(C)ccn3c2NC2CCCCC2)ccc1-c1ccc(C(C)=O)cc1 ?
INS-1E GSIS act: -36; E-selectin induc: 0.1; RAD54 inh: -6; XiGFP reactiv: 0.0; F508del corr: 0.5

What do the screens show for `C[C@@H]1CN([C@@H](C)CO)C(=O)c2cc(NC(=O)Nc3ccc(C(F)(F)F)cc3)ccc2O[C@@H]1CN(C)Cc1ccc(C(=O)Nc2ccccc2N)cc1`?
INS-1E GSIS act: 19; E-selectin induc: 12; RAD52 inh: 15; DENV2 CPE: -1; RAD54 inh: 5; XiGFP reactiv: -0.7; F508del corr: -1.0; CASP6 VEID inh: 0

What do the screens show for `CC(C)NC(=O)Nc1ccc2c(c1)CC(=O)N([C@H](C)CO)C[C@H](C)[C@@H](CN(C)C(=O)NC1CCCCC1)O2`?
INS-1E GSIS act: 21; E-selectin induc: 0.0; RAD52 inh: -5; DENV2 CPE: 2; RAD54 inh: -6; XiGFP reactiv: 0.0; F508del corr: -2.4; CASP6 VEID inh: 2

What do the screens show for `C/C(CC(=O)Nc1c(C)cc(C)cc1C)=N\NC(=O)Cc1ccccc1`?
INS-1E GSIS act: -12; RAD52 inh: 0; DENV2 CPE: 20; RAD54 inh: 1; XiGFP reactiv: 0.2; F508del corr: 1.5

Results for N#CC(C#N)=C1NC2(CCCCC2)Cc2ccccc21 ?
INS-1E GSIS act: -3; E-selectin induc: 3.0; RAD52 inh: -3; DENV2 CPE: -4; RAD54 inh: -3; XiGFP reactiv: 0.4; F508del corr: -1.2; CASP6 VEID inh: -3

How did O=C(NCC1CC1)[C@H]1[C@H](CO)[C@H]2Cn3c(ccc(-c4ccncc4)c3=O)[C@@H]1N2CC1CC1 do in these assays?
INS-1E GSIS act: 3; E-selectin induc: 0.3; RAD52 inh: -4; DENV2 CPE: 5; RAD54 inh: 0; XiGFP reactiv: 0.4; F508del corr: -1.6; CASP6 VEID inh: 8

How did COc1ccc(Cl)cc1NC(=O)COC(=O)c1ccc(C)o1 do in these assays?
RAD52 inh: -18; DENV2 CPE: 1; RAD54 inh: 1; XiGFP reactiv: 0.4; F508del corr: -1.4; CASP6 VEID inh: 15

Results for O=C(C1CCC1)N1CC2(C1)[C@H](c1ccccc1)[C@@H](CO)N2Cc1ccccc1F ?
INS-1E GSIS act: 20; E-selectin induc: 0.0; RAD52 inh: 3; DENV2 CPE: -14; XiGFP reactiv: 0.2; F508del corr: 5.1; CASP6 VEID inh: 1

How did O=S(=O)(c1ccc(F)cc1)N1CCN(S(=O)(=O)c2ccc3c(c2)OCCO3)CC1 do in these assays?
INS-1E GSIS act: 3; E-selectin induc: 0.0; RAD52 inh: -9; DENV2 CPE: -7; RAD54 inh: 6; XiGFP reactiv: 0.0; F508del corr: -1.2; CASP6 VEID inh: -2

What do the screens show for `CC(C)NC(=S)N/N=C/c1ccc(C(C)(C)C)cc1`?
INS-1E GSIS act: -23; E-selectin induc: 2.7; RAD52 inh: -7; DENV2 CPE: 4; RAD54 inh: 0; XiGFP reactiv: 0.0; F508del corr: -1.3; CASP6 VEID inh: 6

What do the screens show for `C[C@H]1CN([C@@H](C)CO)C(=O)c2c(c3ccccc3n2C)-c2ccccc2CO[C@@H]1CN(C)Cc1cccc(F)c1`?
INS-1E GSIS act: -24; E-selectin induc: -0.7; RAD52 inh: 17; DENV2 CPE: 0; XiGFP reactiv: 0.1; F508del corr: 0.1; CASP6 VEID inh: -1

What do the screens show for `COc1cc(CN2CCN(C(=O)c3ccccc3F)CC2)cc(OC)c1OC`?
INS-1E GSIS act: -13; E-selectin induc: 1.9; RAD52 inh: -16; DENV2 CPE: -2; RAD54 inh: 1; XiGFP reactiv: -0.1; F508del corr: 0.0; CASP6 VEID inh: 0

Results for CC(C)(C)OC1NS(=O)(=O)OCC1NCOC(Cl)(Cl)Cl (stereo not given) ?
INS-1E GSIS act: -13; RAD52 inh: -23; DENV2 CPE: -5; RAD54 inh: -22; XiGFP reactiv: 0.0; F508del corr: 1.0; CASP6 VEID inh: -3

How did CC(C)(C)c1ccc(NC(=O)c2cc(C3CCCN(C(=O)CCc4ccccc4)C3)on2)cc1 (stereo not given) do in these assays?
E-selectin induc: 0.7; RAD52 inh: -14; DENV2 CPE: -6; RAD54 inh: 1; XiGFP reactiv: 0.0; F508del corr: 2.4; CASP6 VEID inh: -2

What do the screens show for `Cc1ccc(-c2cnc3c(c2)C(=O)N([C@H](C)CO)C[C@H](C)[C@@H](CN(C)C(=O)c2ccncc2)O3)cc1`?
INS-1E GSIS act: -2; E-selectin induc: 1.2; RAD52 inh: 8; DENV2 CPE: 5; RAD54 inh: 7; XiGFP reactiv: 0.0; F508del corr: -3.5; CASP6 VEID inh: -1

How did COC(=O)[C@]12C[C@H](CC(=O)NCc3cccs3)C(=O)N(Cc3ccc4c(c3)OCO4)C1=C[C@H](COCc1ccccc1)O[C@@H]2C do in these assays?
INS-1E GSIS act: -43; E-selectin induc: -0.1; RAD52 inh: -9; DENV2 CPE: 18; XiGFP reactiv: 0.0; F508del corr: -1.9; CASP6 VEID inh: 1

How did COCC(=O)N1CC[C@@H]2[C@H]1c1cc(-c3ccc(F)cc3)ccc1N(C)[C@H]2CO do in these assays?
INS-1E GSIS act: -16; E-selectin induc: -0.6; RAD52 inh: -12; DENV2 CPE: -13; RAD54 inh: 1; XiGFP reactiv: 0.1; F508del corr: 1.5; CASP6 VEID inh: 0

How did CCOc1cc(C(=O)NCc2ccc(C)cc2)ccc1OCC(=O)N1CCOCC1 do in these assays?
INS-1E GSIS act: -7; E-selectin induc: 2.5; RAD52 inh: -16; DENV2 CPE: -8; XiGFP reactiv: 0.0; F508del corr: 0.9; CASP6 VEID inh: -1

How did CC(C)(C)NC(=O)CN(Cc1cccs1)C(=O)CN1C(=O)C(=O)c2ccccc21 do in these assays?
INS-1E GSIS act: -18; E-selectin induc: 4.4; RAD52 inh: -2; DENV2 CPE: 13; RAD54 inh: 4; XiGFP reactiv: 0.0; F508del corr: -0.9; CASP6 VEID inh: -1

Three compounds drawn at random from the list so far, as already listed:
How did CCOc1cc(C(=O)NCc2ccc(C)cc2)ccc1OCC(=O)N1CCOCC1 do in these assays?
INS-1E GSIS act: -7; E-selectin induc: 2.5; RAD52 inh: -16; DENV2 CPE: -8; XiGFP reactiv: 0.0; F508del corr: 0.9; CASP6 VEID inh: -1

Results for CC(C)(C)OC1NS(=O)(=O)OCC1NCOC(Cl)(Cl)Cl (stereo not given) ?
INS-1E GSIS act: -13; RAD52 inh: -23; DENV2 CPE: -5; RAD54 inh: -22; XiGFP reactiv: 0.0; F508del corr: 1.0; CASP6 VEID inh: -3

How did CC(C)(C)c1ccc(NC(=O)c2cc(C3CCCN(C(=O)CCc4ccccc4)C3)on2)cc1 (stereo not given) do in these assays?
E-selectin induc: 0.7; RAD52 inh: -14; DENV2 CPE: -6; RAD54 inh: 1; XiGFP reactiv: 0.0; F508del corr: 2.4; CASP6 VEID inh: -2

Rows were taken by chance; any-hit rate near 3.7%.
